# Screens deposited in PubChem BioAssay by several laboratories.
# Rab2 wt GTP – changes GTP binding to wildtype dog Rab2A, up or down; P61105; GST-Rab2 wt beads, Bodipy-GTP binding, flow cytometry; GTP binding activity, % at 10 µM; 190,000 tested, 0.19% active; AID 760;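 active = GTP binding activity at least 20 points away from 100%, either lowered or raised; inconclusive = signal likely due to the compound's own green fluorescence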;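 also: 0% = beads with excess unlabeled GTP and 100% = no-compound control corrected for plate trend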
# Cdc42 wt – changes GTP binding to wildtype human Cdc42; AID 761; percent activity (GTP binding), % at 10 µM; P60953; GST-Cdc42 beads, Bodipy-GTP binding, flow cytometry; actives lie on both sides; 190,000 tested, 0.2% active;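 active = percent activity GTP binding at least 20 points away from the 100% baseline, either down as inhibitor or up as activator; inconclusive = compound flagged as likely green fluorescent from well-wide comparison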;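 also: median bead fluorescence of bound Bodipy-FL-GTP at 100 nM; 0% = excess unlabeled GTP control and 100% = no compound control; below 100% means less GTP binding so inhibitor and above means activator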
# Target sequence (P60953 whole entry, looked up): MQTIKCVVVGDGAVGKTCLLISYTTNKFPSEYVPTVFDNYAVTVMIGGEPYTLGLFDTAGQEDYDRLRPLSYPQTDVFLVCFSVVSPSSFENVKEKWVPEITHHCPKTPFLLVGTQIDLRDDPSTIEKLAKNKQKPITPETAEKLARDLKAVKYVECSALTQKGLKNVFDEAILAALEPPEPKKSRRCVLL
# Mcl1 Bid PPI – Mcl-1/Bid interaction inhibition. Q07820. TR-FRET Mcl-1/Bid-Dy647 peptide binding, 1536-well. inhibition, % at 21.7 µM. 220,000 tested, 0.97% active. AID 1021;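 active = compounds that cut the binding signal by more than half at the single screening dose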;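 also: His-tagged Mcl-1 with europium anti-His antibody binding Bid BH3 peptide; 0% = Mcl-1 plus peptide wells and 100% = peptide-only wells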
# Target sequence (Q07820 whole entry, looked up): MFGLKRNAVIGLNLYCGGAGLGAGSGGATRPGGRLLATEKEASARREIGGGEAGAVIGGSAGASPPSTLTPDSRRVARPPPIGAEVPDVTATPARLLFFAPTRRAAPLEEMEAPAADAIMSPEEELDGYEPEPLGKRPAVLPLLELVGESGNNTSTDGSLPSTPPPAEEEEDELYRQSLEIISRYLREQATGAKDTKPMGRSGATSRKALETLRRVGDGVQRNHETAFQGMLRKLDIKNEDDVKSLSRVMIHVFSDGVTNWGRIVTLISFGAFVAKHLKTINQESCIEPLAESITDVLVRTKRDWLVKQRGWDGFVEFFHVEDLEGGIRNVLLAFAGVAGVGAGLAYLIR
# Mcl-1 Bim block – disrupts Bim peptide binding to human Mcl-1 | Q07820 | Bead-based flow cytometry, Bim peptide-Mcl-1 binding | inhibition, % at 10 µM | 190,000 tested, 0.1% active | AID 1009; in the data active = inhibition above about 40%;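 also: 0% = no compound tracer wells and 100% = peptide blocker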
# Pf gametocyte – kills late stage P. falciparum gametocytes | inhibition, % at 10.9 µM | 150,000 tested, 0.065% active | AID 743093 | P. falciparum stage V gametocytes, ATP luminescence, 24 h;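 active = inhibition above the mean plus 3 SD of compounds within the control limits, set per campaign, cut at about 38% in these data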;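 also: 0% = DMSO wells and 100% = medium only without gametocytes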
# Rac1 mut GTP – modulators of GTP binding to human Rac1 activated mutant; P63000; 190,000 tested, 0.11% active; percent activity (GTP binding), % at 10 µM; GST-Rac1 activated beads, fluorescent GTP binding, flow cytometry; actives lie on both sides; 100% means binding = to untreated wells;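 active = GTP binding at least 20 percentage points away from the 100% baseline, in either direction, so actives lie on both sides; inconclusive = Compound likely fluorescent itself, or too few beads counted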
# Avidin fluor – compound fluoresces at 488/530 nm on avidin beads. compound fluorescence 488/530 nm, flow cytometry; stronger effect = higher value. fluorescence (KMESF) at 10 µM. 220,000 tested, 0.38% active; in the data active = fluorescence above about 47; also: inactives centre near 10
# Rab7 wt GTP bind – alters GTP binding to wildtype dog Rab7; GTP binding activity (percent of control), % at 10 µM; 190,000 tested, 0.055% active; AID 758; GST-Rab7 beads, fluorescent GTP binding, flow cytometry; actives lie on both sides; untreated = 100%, excess cold GTP = 0%;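 active = fluorescent GTP binding to Rab7 beads changed by at least 20 points from the 100% baseline, either direction, mostly lower; inconclusive = compound itself probably fluorescent, or too few beads counted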;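 also: median green fluorescence of bound Bodipy-FL-GTP per Rab7 bead population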
# Rac1 wt GTP bind – alters GTP binding to wildtype human Rac1. P63000. GST-Rac1 beads, fluorescent GTP binding, flow cytometry; actives lie on both sides; 0 = cold GTP competed, 100 = untreated. GTP binding activity (% of control), % at 10 µM. 190,000 tested, 0.27% active;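 active = GTP binding activity at least 20 points away from the 100% control level, either lower or higher; inconclusive = compound flagged as likely green fluorescent, judged across all proteins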
# Mcl1-Noxa inh – Mcl-1/Noxa interaction inhibition; TR-FRET Mcl-1/Noxa peptide binding, 2 h; inhibition, % at 21.7 µM; 220,000 tested, 1.5% active; AID 1022;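 active = compounds that cut the protein-peptide binding signal by more than 50% relative to plate controls in a single-dose test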;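 also: His-tagged Mcl-1 with rhodamine Noxa BH3 peptide and terbium anti-His antibody; 0% = Mcl-1 plus Noxa peptide wells and 100% = peptide-only wells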
# HRas wt GTP bind – human HRas wildtype GTP binding, change in either direction | P01112 | GST-Ras wt beads, Bodipy-FL-GTP binding, flow cytometry; actives lie on both sides | GTP binding activity, % at 10 µM | 190,000 tested, 0.14% active | AID 759;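 active = GTP binding activity at least 20% away from the 100% baseline, either lowered as inhibitor or raised as activator; inconclusive = flagged as likely green fluorescent, judged across all proteins in the well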;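 also: 0% = unlabeled GTP competition control and 100% = no-compound control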
# Target sequence (P01112 whole entry, looked up): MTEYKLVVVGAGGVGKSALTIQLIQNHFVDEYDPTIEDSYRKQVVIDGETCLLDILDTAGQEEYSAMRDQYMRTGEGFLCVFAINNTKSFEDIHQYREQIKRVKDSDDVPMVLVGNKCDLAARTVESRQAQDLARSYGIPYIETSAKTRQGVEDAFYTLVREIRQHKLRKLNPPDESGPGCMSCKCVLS
# The depositor's hits bear a star; ? = inconclusive; . = no result given.
# Each structure is followed by: Rab2 wt GTP	Avidin fluor	Mcl-1 Bim block	Mcl1-Noxa inh	Pf gametocyte	Mcl1 Bid PPI	Rab7 wt GTP bind	HRas wt GTP bind	Rac1 wt GTP bind	Cdc42 wt	Rac1 mut GTP
> O=C(Nc1nnc(COc2ccc(Cl)cc2)s1)c1cccs1
    100	40	0	-11	.	-6	102	99	100	99	96
> CC(C)OC(=O)c1ccc(COC(=O)c2cnccn2)cc1
    92	10	1	8	2	-20	104	96	89	106	94
> Nc1ncnc(Sc2ncccn2)c1[N+](=O)[O-]
    96	5	-1	-6	0	-21	107	95	101	88	87
> CCCCOc1ccc(NC(=O)Cn2c(=O)ccc3c(C)cc(C)nc32)cc1
    102	32	2	9	12	-3	99	103	104	99	101
> CN(C)C/C(Cl)=C(\Cl)c1ccccc1
    97	8	1	21	.	-1	95	98	99	96	98
> COc1ccc(C(C(=O)Nc2ccc(C(C)C)cc2)N(C)C(=O)c2ccc(=O)[nH]c2)cc1 (centres undefined)
    109	8	0	4	-14	1	114	104	112	108	106
> FC(F)(F)c1nc(Oc2ccccc2)c2ccccc2n1
    102	16	5	1	2	-10	98	102	102	103	100
> CCn1c(SCC(=O)Nc2ccc3c(c2)OCO3)nnc1-c1ccccc1O
    99	24	-6	-1	.	-18	101	99	105	101	99
> CCCCNC(=O)CN(c1cc(C(F)(F)F)ccc1Cl)S(C)(=O)=O
    102	16	-2	5	.	-23	105	101	104	102	100
> COc1cc(C(=O)OCC(=O)NC(=O)C2CCCCC2)ccc1OC(F)F
    100	9	0	15	.	-17	99	100	102	102	99
> Cc1c(NC(=O)NC(C)N2C(=O)C3C4C=CC(C4)C3C2=O)c(=O)n(-c2ccccc2)n1C (centres undefined)
    100	38	-3	-6	.	-21	103	102	102	103	100
> O=C(Nc1ncc(Cc2ccccc2Cl)s1)C1=NCCN1
    101	15	-5	-37	-8	-70	100	101	105	100	102
> CCOc1ccc(N=Nc2c(=O)[nH]n3c(C)cc(C)nc23)cc1
    98	16	0	20	-5	-39	100	100	101	100	100
> O=[N+]([O-])c1ccc(CN2C=NS(=O)(=O)c3ccccc32)cc1
    98	23	-19	45	-1	2	100	100	98	93	98
> CCN(CC)S(=O)(=O)c1cc(NC(=O)C(C)N(C)CC(=O)Nc2c(C)cccc2C)ccc1C (centres undefined)
    101	13	-10	11	.	-13	101	101	104	101	102
> CCn1c(=O)c(C(=O)CN2CCc3ccccc32)c(N)n(Cc2ccccc2)c1=O
    100	10	-2	27	.	-21	101	100	105	100	101
> CCC(=O)Nc1cccc(-n2nnnc2SCC(=O)NCc2ccco2)c1
    100	20	-1	-1	.	-36	99	102	107	105	99
> Cc1cc(C(=O)NC2=NCCS2)cs1
    103	42	-4	-14	.	-15	104	103	114	105	101
> Nc1cc(C(=O)O)c(Oc2ccc(Cl)cc2Cl)cc1C(=O)O
    99	13	-2	21	-8	6	102	99	102	102	99
> COc1ccc(CN2CCn3ncc(C(=O)Nc4ccc(Cl)cc4Cl)c3C2=O)cc1
    96	6	9	-22	-10	32	96	95	96	96	97
> CCCCn1c(O)c(C(CC)=Nc2ccc3c(c2)CCC3)c(=O)[nH]c1=O
    96	11	1	1	1	-58	99	99	96	91	96
> CCOC(=O)c1c(-c2ccc(C)o2)csc1NC(=O)CSc1nncs1
    ?	33	-2	24	.	-23	?	?	?	?	?
> CCN(CC)S(=O)(=O)c1cccc(-c2n[nH]c(=S)n2/N=C/c2ccc(Br)cc2)c1
    96	3	0	20	.	-73	105	99	97	96	97
> O=C(NC1CCCCCC1)c1cc(S(=O)(=O)N2CCCCC2)ccc1N1CCOCC1
    ?	12	0	14	.	0	?	?	?	?	?
> CC1CCOC2(O1)C(=O)Nc1ccccc12 (centres undefined)
    97	20	-2	14	-1	1	105	102	102	99	94
> COc1ccc(N=C2SC(CC(=O)Nc3ccccc3)C(=O)N2CC2CCCO2)cc1 (centres undefined)
    101	8	-2	-5	.	-5	102	102	106	102	100
> O=C(O)C1CCCCC1C(=O)NCCc1ccncc1 (centres undefined)
    102	9	-2	28	12	-25	102	101	105	105	97
> N#C/C(=C\c1cn(CCOc2ccccc2)c2ccccc12)C(=O)NCc1ccco1
    101	15	-1	19	3	0	94	103	103	106	99
> O=[N+]([O-])c1nn(-c2ccccc2)[n+]([O-])c1N1CCN(c2ccccc2F)CC1
    96	9	1	11	-6	-17	100	95	100	95	93
> Cc1nc2sc(C(c3ccco3)N3CCOCC3)c(O)n2n1 (centres undefined)
    102	5	-6	12	.	-25	99	104	108	106	100
> COC(=O)C(O)(CC(=O)Nc1cc(OC)c(OC)c(OC)c1)C(F)(F)F (centres undefined)
    100	21	-1	-9	0	-21	101	100	99	99	101
> Cc1cc(C)c(-n2nnnc2SC(C)C)c(C)c1
    102	5	-7	5	5	-11	104	102	104	103	100
> CCc1nnc(NC(=O)c2ccc(-c3ccc(Cl)cc3)o2)s1
    100	32	-2	11	-20	15	101	101	101	102	99
> CCCCNC(=O)N1CCN(C(=O)C2CCCO2)CC1 (centres undefined)
    100	8	2	0	5	-28	108	102	104	99	97
> COc1ccc(CC(=O)Nc2nc(C)cs2)cc1OC
    99	10	-6	10	.	-4	97	100	102	101	96
> Cc1cc(C)c(NC(=O)C2=CCN(S(=O)(=O)c3ccc(F)cc3)CC2)c(C)c1
    100	7	-1	1	.	3	97	98	103	101	100
> Cc1nc(SC2CC(=O)N(c3cc(Cl)cc(Cl)c3)C2=O)nc2c1CCCC2 (centres undefined)
    87	8	0	3	.	-5	92	90	90	91	87
> CCCCc1nccn1CCn1ccnc1CCCC
    100	10	-3	-2	1	11	98	100	106	104	101
> CCc1ccc(C(O)(c2ccccc2OC)C(CN2CCOCC2)c2ccccc2)cc1 (centres undefined)
    96	11	2	11	.	-7	94	92	101	97	95
> CCOc1ccc(/C=N/NC(=O)C(=O)NCc2ccco2)cc1
    98	24	-1	2	-10	-45	96	99	104	103	98
> CCN(CC)S(=O)(=O)c1ccc(OC)c(NC(=O)c2ccc([N+](=O)[O-])cc2)c1
    97	7	1	9	-6	-37	104	96	101	92	96
> COc1ccc(C(=O)Nc2ccc(S(=O)(=O)Nc3ncccn3)cc2)cc1OC
    94	22	2	6	7	-1	94	94	95	98	94
> CCS(=O)(=O)NCc1ccc2c(c1)cc(C)n2C
    103	7	0	32	.	70*	104	101	102	103	98
> CSCCC(NC(=O)c1ccco1)C(=O)O (centres undefined)
    100	9	0	4	-35	0	102	102	103	103	99
> CC(C)N(C(=O)COC(=O)CNC(=O)c1ccc(Br)cc1)c1ccccc1
    98	21	-7	-5	-10	-41	96	98	104	100	99
> Cn1c(C(=O)Nc2ccc3c(c2)OCCO3)cc2c(=O)n(C)c3ccccc3c21
    103	9	-3	2	.	-21	102	102	105	102	101
> Cc1ccc(NC(=O)CN2CCCCCC2)c(Br)c1
    99	10	-3	4	.	-23	101	101	102	101	101
> CCOC(=O)c1c(NC(=O)Cn2nnc(-c3ccc(Cl)cc3)n2)sc(C)c1C
    95	8	1	11	.	-9	100	95	97	96	95
> CC(=O)OCCCn1c(C)[n+](C)c2cc(Cl)c(Cl)cc21
    95	8	0	7	12	-38	97	96	97	97	97
> CC1CCN(S(=O)(=O)c2cn(C)c(=O)n(C)c2=O)CC1
    99	7	0	9	.	-21	97	98	97	99	96
> Cn1c(SCC(=O)Nc2ccc3c(c2)OCO3)nnc1-c1cnccn1
    99	7	0	2	.	-13	101	99	101	99	100
> CCC(C)OC(=O)C1=C(C)O[C@]23OC(N)=C(C#N)[C@]12C(=O)c1ccccc13 (some centres undefined)
    103	8	0	9	.	-12	97	100	100	98	98
> COc1ccc(C(=O)C2CCN(C(=S)NCCc3ccc(OC)c(OC)c3)CC2)cc1
    97	8	0	14	4	-18	102	97	101	95	95
> COc1ccc(C(=O)N2CCc3cc(OC)c(OC)cc3C2c2cccc([N+](=O)[O-])c2)cc1OC (centres undefined)
    97	6	-4	1	28	1	97	96	99	98	93
> CCOC(=O)CCNCc1ccc(F)cc1
    96	9	-3	2	.	-12	97	97	102	98	97
> CCOC(=O)N1N=C(CC)CC1(O)C(F)(F)F (centres undefined)
    100	22	0	11	.	-3	96	99	98	103	93
> CC(=O)N1CCN(Cc2nc3cc(NS(C)(=O)=O)ccc3n2C)CC1
    99	20	-1	1	.	-1	103	99	100	103	98
> CC(NC(=O)c1ccccc1)c1ccc(Br)cc1 (centres undefined)
    96	10	0	6	.	-19	95	97	99	95	96
> COC(=O)[C@@H](NC(=O)NCc1cccc(OC)c1)C(C)C
    99	7	-2	-2	-19	-9	99	101	99	101	97
> C=CCNC(=O)/C(C#N)=C/c1ccccc1Cl
    97	8	-2	-4	25	-15	96	96	99	96	96

# Other structures
# Each structure is followed by: Rab2 wt GTP	Avidin fluor	Mcl-1 Bim block	Mcl1-Noxa inh	Pf gametocyte	Mcl1 Bid PPI	Rab7 wt GTP bind	HRas wt GTP bind	Rac1 wt GTP bind	Cdc42 wt	Rac1 mut GTP
> CNC(=S)N/N=C1\CC(c2ccccc2)Oc2ccccc21 (centres undefined)
    95	10	2	5	.	-51	92	95	94	95	94
> CC(=O)Nc1ccc(NC(=O)CCCN2C(=O)c3ccccc3C2=O)cc1
    97	8	0	6	3	-22	101	97	96	94	96
> Cc1cccc(C(C)C)c1NC(=O)COC(=O)COc1ccc2c(C)cc(=O)oc2c1
    98	4	6	20	14	12	100	99	100	100	96
> COc1cc(C(=O)Oc2ccccc2/C=N/NC(=O)c2ccc(C)cc2)cc(OC)c1OC
    100	18	1	2	.	-28	99	97	101	98	100
> CC(=O)c1nnn(-c2cccc([N+](=O)[O-])c2)c1C
    100	11	0	17	.	12	96	97	98	101	96
> COc1ccc(-c2cn3cccc(C)c3n2)cc1F
    98	11	0	13	-5	-43	102	98	98	96	95
> N=c1oc2ccccc2cc1-c1nc2ccccc2c(=O)[nH]1
    99	8	2	30	.	-32	98	101	103	102	98
> COc1ccc(NC(=O)CN2CCN(c3ccc(F)cc3)CC2)cc1Cl
    100	8	-3	4	3	-8	98	101	102	102	103
> O=C(CSc1nnc(COc2ccccc2F)n1-c1ccccc1)NCc1ccco1
    99	4	0	-1	.	-46	95	100	101	102	98
> Cc1ccccc1NC(=S)NCC(c1cccnc1)N1CCOCC1 (centres undefined)
    98	10	-7	-2	.	-31	99	99	102	102	99
